PAFAH1B3 FP inh – PAFAH1B3 enzyme inhibitors, primary screen, biochemical, fluorescence polarization, human. Platelet-activating factor acetylhydrolase IB subunit alpha1 (Homo sapiens), Q15102. AID 492972, 2010. recombinant PAFAH1B3, FP-rhodamine probe. hit rate 0.28% among 340,000. inhibition, % at 3.39 µM;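 active = inhibition above the screen-wide average of all tested compounds plus 3 SD, cut at about 25% in these data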;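 also: 0% = enzyme with DMSO only and 100% = wells lacking PAFAH1B3 protein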
GSTO1 counter – inhibitors of recombinant GSTO1, primary screen, counter-screen for RBBP9 inhibitor project, biochemical, fluorescence polarization; Glutathione S-transferase omega-1 (Homo sapiens), P78417; activity-based probe fluorescence polarization; inhibition, % at 5.96 µM; hit rate 1.1% among 300,000;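 active = inhibition above the campaign mean inhibition plus 3 SD, cut at about 35% in these data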;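 also: 0% = GSTO1-1 with DMSO and 100% = wells lacking GSTO1-1 enzyme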
PAD4 FP inh – human PAD4 inhibitors, primary screen, biochemical, fluorescence polarization, 1536-well format. hit rate 0.41% among 330,000. inhibition, % at 6.36 µM. recombinant PAD4, RCA probe fluorescence polarization. AID 485272, 2010. Protein-arginine deiminase type-4 (Homo sapiens), Q9UM07;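 active = percent inhibition above a cutoff equal to the mean of all tested compounds plus 3 SD, cut at about 15% in these data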;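 also: 0% = PAD4 with RCA probe and DMSO and 100% = probe without PAD4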
Target sequence (Q9UM07 whole entry, looked up): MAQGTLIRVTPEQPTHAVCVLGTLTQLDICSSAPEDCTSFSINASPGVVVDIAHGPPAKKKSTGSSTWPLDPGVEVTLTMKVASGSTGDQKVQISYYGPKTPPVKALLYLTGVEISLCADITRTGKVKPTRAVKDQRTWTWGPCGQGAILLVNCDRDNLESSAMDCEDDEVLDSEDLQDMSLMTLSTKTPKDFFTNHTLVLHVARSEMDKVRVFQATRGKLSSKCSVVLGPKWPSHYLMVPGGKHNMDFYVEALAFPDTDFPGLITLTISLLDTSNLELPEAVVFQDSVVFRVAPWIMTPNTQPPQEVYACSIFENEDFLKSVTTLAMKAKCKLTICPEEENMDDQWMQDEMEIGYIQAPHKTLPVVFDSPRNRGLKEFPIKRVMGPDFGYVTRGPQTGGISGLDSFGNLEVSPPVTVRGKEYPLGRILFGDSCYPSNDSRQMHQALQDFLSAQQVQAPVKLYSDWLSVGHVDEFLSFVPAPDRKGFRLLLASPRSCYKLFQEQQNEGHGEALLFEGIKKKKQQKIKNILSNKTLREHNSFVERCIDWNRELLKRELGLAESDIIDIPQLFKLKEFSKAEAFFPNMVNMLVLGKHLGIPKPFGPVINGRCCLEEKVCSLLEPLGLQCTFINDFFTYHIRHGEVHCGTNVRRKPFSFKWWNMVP
PAFAH1B2 FP inh – PAFAH1B2 enzyme inhibitors, primary screen, biochemical, fluorescence polarization, human; recombinant PAFAH1B2, FP-rhodamine activity probe; hit rate 1.2% among 340,000; inhibition, % at 3.39 µM; Platelet-activating factor acetylhydrolase IB subunit alpha2 (Homo sapiens), P68402;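 active = inhibition above the mean of all tested compounds plus 3 SD, cut at about 24% in these data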;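 also: 0% = enzyme with DMSO and 100% = wells lacking PAFAH1B2; many of its hits are not listed in these tables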
LYPLA1 counter – LYPLA1 inhibitors, primary screen, counter-screen for PME1 inhibitor project, biochemical, fluorescence polarization, FP-Rh probe ABPP. recombinant LYPLA1. inhibition, % at 5.9 µM. hit rate 0.16% among 320,000. AID 2174, 2009;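 active = inhibition above the mean of all tested compounds plus 3 SD, set per campaign, cut at about 14% in these data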;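 also: inhibitors block serine hydrolase probe labeling of LYPLA1 so polarization falls; 0% = enzyme with DMSO and 100% = wells lacking LYPLA1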
PAFAH2 FP inh – PAFAH2 enzyme inhibitors, primary screen, biochemical, fluorescence polarization, human; hit rate 0.99% among 340,000; AID 492956, 2010; recombinant PAFAH2, FP-rhodamine activity probe; inhibition, % at 3.39 µM; Platelet-activating factor acetylhydrolase 2, cytoplasmic (Homo sapiens), Q99487;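 active = inhibition above the mean over all tested compounds plus 3 SD, cut at about 30% in these data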;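 also: inhibitors block probe labeling of enzyme so polarization drops; 0% = enzyme with DMSO and 100% = wells lacking PAFAH2 protein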
LYPLA2 counter – LYPLA2 inhibitors, primary screen, counter-screen for PME1 inhibitor project, biochemical, fluorescence polarization, FP-Rh probe ABPP. recombinant LYPLA2. inhibition, % at 5.9 µM. hit rate 0.38% among 320,000;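 active = inhibition above the screen-wide mean plus 3 SD, limit set per campaign, cut at about 26% in these data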;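 also: 0% = LYPLA2 with DMSO and 100% = wells lacking LYPLA2 enzyme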
pPAFAH FP inh – pPAFAH enzyme inhibitors, primary screen, biochemical, fluorescence polarization, human; Platelet-activating factor acetylhydrolase (Homo sapiens), Q13093; recombinant pPAFAH, FP-rhodamine probe fluorescence polarization; inhibition, % at 3.39 µM; hit rate 1.5% among 330,000; AID 463082, 2010;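 active = inhibition above the mean inhibition across the screen plus 3 SD, cut at about 25% in these data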;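 also: inhibitors block binding of the rhodamine activity-based probe so polarization drops; 0% = enzyme with DMSO and 100% = wells lacking pPAFAH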
Target sequence (Q13093 whole entry, looked up): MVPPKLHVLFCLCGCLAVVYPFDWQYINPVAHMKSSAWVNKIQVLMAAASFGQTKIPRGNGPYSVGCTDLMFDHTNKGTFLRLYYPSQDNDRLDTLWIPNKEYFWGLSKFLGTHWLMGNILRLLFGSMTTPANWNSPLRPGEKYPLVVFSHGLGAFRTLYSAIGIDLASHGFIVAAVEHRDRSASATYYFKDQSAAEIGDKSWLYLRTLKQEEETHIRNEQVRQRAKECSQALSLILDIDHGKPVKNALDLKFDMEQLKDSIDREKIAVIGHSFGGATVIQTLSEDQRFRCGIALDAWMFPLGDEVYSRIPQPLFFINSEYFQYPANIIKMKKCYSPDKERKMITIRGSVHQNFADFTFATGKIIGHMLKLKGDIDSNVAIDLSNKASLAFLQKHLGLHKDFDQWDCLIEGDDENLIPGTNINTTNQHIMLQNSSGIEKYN
PREPL inhibitor – PREPL enzyme inhibitors, primary screen, biochemical, fluorescence polarization. hit rate 0.68% among 320,000. AID 2751, 2010. recombinant PREPL, fluorescence polarization activity-based probe. inhibition, % at 5.96 µM; in the data active = inhibition above about 43%;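 also: 0% = enzyme with DMSO and 100% = wells lacking enzyme; many of its hits are not listed in these tables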
The depositor's hits bear a star; · = no result given; & = joins results of further samples.

molecule	PAFAH1B3 FP inh	GSTO1 counter	PAD4 FP inh	PAFAH1B2 FP inh	LYPLA1 counter	PAFAH2 FP inh	LYPLA2 counter	pPAFAH FP inh	PREPL inhibitor
COc1cc(/C=C(\C#N)C(=O)Nc2ccccc2C(=O)O)cc(Cl)c1OC	4	2	0	2	0	-1	2	-6	-2
CCC1C(=O)n2nc(-c3ccccc3)cc2N=C1C (centres undefined)	-2	-8	-4	5	1	6	-2	3	1
COc1ccccc1NC(=O)COC(=O)c1ccc2c(c1)nc(C)n2-c1ccccc1	3	0	0	4	1	3	-3	14	35
O=C(NCCCN1CCC(Cc2ccccc2)CC1)c1ccc2nc(N3CCOCC3)sc2c1	-8	9	-1	1	-1	-7	5	0	-24
O=C(Nc1cccc(Cl)c1)c1ccc(-n2cncn2)c([N+](=O)[O-])c1	6	-3	-2	5	-1	2	-4	2	19
CN1CCC2(CC1)C1CN(C)CC=C1C(C#N)=C(N)C2(C#N)C#N (centres undefined)	0&6	20&14	8&-1	4&3	4&-2	3&10	7&-3	5&1	16&8
COc1ccc(-n2nc(C(=O)NCc3ccco3)c3ccccc3c2=O)cc1	1	-5	0	6	3	3	3	-2	3
COc1ccc(NC(=O)CNC(=O)c2nn(-c3ccc(OC)c(OC)c3)c(=O)c3ccccc23)c(OC)c1	4	6	-4	3	-5	0	-4	3	14
COc1ccc(Nc2nnc(Cc3ccncc3)c3ccccc23)c(OC)c1	2	14	-10	-2	-3	0	-6	5	15
COc1cccc(C(C)NC(=O)Nc2cc(Cl)ccc2OC)c1 (centres undefined)	12	-7	0	12	-3	4	-4	1	3
CC(=O)C1=C(c2ccccc2)NC(=O)NC1c1ccc2c(c1)OCO2 (centres undefined)	-1	-5	1	2	-1	-3	-5	3	-5
CCc1ccc(C(=O)CN2C(=O)NC(C)(c3ccc(C)cc3)C2=O)cc1 (centres undefined)	5	-3	-3	16	-3	2	-2	-1	-6
Cc1cccc(C(=O)NCC(=O)OCC(=O)c2cc(C)n(CC3CCCO3)c2C)c1 (centres undefined)	0	11	-3	2	4	-1	5	1	2
CCCCN(CCCC)c1ncnc2nc[nH]c12	0	-9	0	5	4	-4	6	6	9
COc1ccc(CNC(=O)CNC(=O)c2c(C)nn(C)c2Cl)cc1	4	3	-2	-3	5	-5	4	11	-10
CC(=O)c1cc2c(cc1NC(=O)c1ccc(C)cc1)OCCO2	1	8	2	-2	1	4	-5	9	7
Cc1ccc(NC2=C(C(=O)c3ccccc3)N(C)S(=O)(=O)c3ccccc32)cc1	6	-13	1	-2	-3	-8	-3	-3	-5
Cc1cccc(CCNC(=O)C2CCC(=O)N(Cc3ccccc3F)C2)n1 (centres undefined)	3	8	0	-2	5	3	0	2	0
COC(=O)c1ccccc1NC(=O)c1cc(OC)cc(OC)c1	-3	-2	-1	1	-8	-1	2	-1	-1
Cc1ccc2cc3cc(C(=O)NCCCN4CCc5ccccc5C4)oc3nc2c1	3	6	0	4	-4	-2	-8	-3	-7

6 records drawn at random from the list so far, as already listed:
molecule	PAFAH1B3 FP inh	GSTO1 counter	PAD4 FP inh	PAFAH1B2 FP inh	LYPLA1 counter	PAFAH2 FP inh	LYPLA2 counter	pPAFAH FP inh	PREPL inhibitor
CCC1C(=O)n2nc(-c3ccccc3)cc2N=C1C (centres undefined)	-2	-8	-4	5	1	6	-2	3	1
CC(=O)C1=C(c2ccccc2)NC(=O)NC1c1ccc2c(c1)OCO2 (centres undefined)	-1	-5	1	2	-1	-3	-5	3	-5
O=C(Nc1cccc(Cl)c1)c1ccc(-n2cncn2)c([N+](=O)[O-])c1	6	-3	-2	5	-1	2	-4	2	19
CC(=O)c1cc2c(cc1NC(=O)c1ccc(C)cc1)OCCO2	1	8	2	-2	1	4	-5	9	7
O=C(NCCCN1CCC(Cc2ccccc2)CC1)c1ccc2nc(N3CCOCC3)sc2c1	-8	9	-1	1	-1	-7	5	0	-24
Cc1cccc(C(=O)NCC(=O)OCC(=O)c2cc(C)n(CC3CCCO3)c2C)c1 (centres undefined)	0	11	-3	2	4	-1	5	1	2

The list goes on.
molecule	PAFAH1B3 FP inh	GSTO1 counter	PAD4 FP inh	PAFAH1B2 FP inh	LYPLA1 counter	PAFAH2 FP inh	LYPLA2 counter	pPAFAH FP inh	PREPL inhibitor
O=C(O)CCc1ccc(-c2cccs2)n1NC(=O)c1ccc(Cl)cc1	7	-1	-1	0	0	18	-6	15	-3
C=CCc1cc(/C=N/NC(=O)CSc2nnc(CCCc3ccc(OC)cc3)o2)cc(OC)c1O	-4	3	6	3	-10	1	-14	2	12
Cc1cccc(OCc2nnc(SCC(=O)N3CCCC3)n2C)c1	-1	6	2	3	-4	5	4	2	1
COc1cccc(O)c1CN1CCC(n2nccc2NC(=O)c2ccc3c(c2)OCO3)CC1	1	-1	-5	1	1	-2	-2	-6	0
COc1ccc(S(=O)(=O)Nc2ccc3cn[nH]c3c2)cc1[N+](=O)[O-]	4	·	5	6	-2	5	-1	6	1
COc1ccc(Nc2nc3ccccc3c(=O)[nH]2)cc1	1	-7	-7	6	1	0	1	-5	-1
Nc1cc(C(=O)OCC(=O)c2ccc(CC(=O)N3CCOCC3)s2)ccc1Cl	3	·	-3	0	-4	2	6	15	16
CCOC(=O)C1(CC2CCCCO2)CCN(C(=O)Nc2ccccc2CC)CC1 (centres undefined)	2	15	-8	2	2	8	3	3	3
CC(C)(C)OC(=O)C[C@H]1C/C=C\C[C@@H](CC(=O)N[C@H](CO)Cc2ccccc2)C(=O)NC[C@H](c2ccccc2)OC1=O	0	·	-2	10	·	52*	·	3	4
Cc1ccc(CNC(=O)CCNC(=O)c2ccc(Br)o2)cc1	4	-2	-3	11	-1	2	0	1	2
COc1ccccc1NC(=O)c1ccc(N2CC3CC(C2)c2cccc(=O)n2C3)c(NC(=O)c2ccncc2)c1 (centres undefined)	4	6	-4	2	1	2	1	13	-7
Cc1ccc(NC(=O)CC2Oc3ccccc3NC2=O)c(C)c1 (centres undefined)	6	1	-1	4	1	-6	-4	5	3
O=C(Cc1ccc(S(=O)(=O)N2CCOCC2)s1)N(Cc1ccccc1)c1ccccc1	8	13	0	11	0	1	6	2	10
Cc1cc(C)c(S(=O)(=O)Nc2ccc3c(c2)CCC3)c(C)c1	5	-3	1	2	0	-4	-4	-1	-16
O=C(CSCc1cccc(Br)c1)N=Nc1c(O)[nH]c2ccccc12	-8	-4	-6	7	-1	3	-1	9	-4
CC(=O)Nc1cccc(NC(=O)/C=C/c2ccc(S(=O)(=O)N3CCOCC3)cc2)c1	11	·	-6	1	·	6	·	-11	-1
CCN1CCN(C(=O)c2nn(-c3ccc(C)cc3)c(=O)c3c2c2ccccc2n3C)CC1	4	1	4	2	-1	-1	-2	-1	11
O=C(COC(=O)c1ccc(S(=O)(=O)N2CCOCC2)cc1)NC1CCCC1	3	1	-2	2	-1	-2	4	5	1
CN1CCN(CC(=O)Nc2ccccc2[N+](=O)[O-])CC1	6	1	1	4	-5	4	-4	-6	-1
Clc1ccc(-c2cc(CN3CCOCC3)no2)cc1	3	0	1	2	2	-3	6	4	1

Going on with the list.
molecule	PAFAH1B3 FP inh	GSTO1 counter	PAD4 FP inh	PAFAH1B2 FP inh	LYPLA1 counter	PAFAH2 FP inh	LYPLA2 counter	pPAFAH FP inh	PREPL inhibitor
C/C=C/C=C\C(=O)Nc1cccc(C2=NOC3(C2)C[C@@H](C(N)=O)N(C(=O)c2cc([N+](=O)[O-])cc([N+](=O)[O-])c2C)C3)c1 (some centres undefined)	-2	0	-4	0	-4	-5	-11	3	8
CC1CC(C)CN(c2ncc3c(n2)CC(c2ccc(Cl)cc2)CC3=O)C1 (centres undefined)	-1	-3	-3	-1	-1	6	-3	-5	12
NC(=O)CSc1nnc(Cc2cccs2)n1C1CCCCC1	9	-4	5	11	-3	3	-3	7	1
CCN(CC(=O)Nc1c(F)cccc1F)C(=O)c1nn(C)c(=O)c2ccccc12	15	·	-3	5	-1	3	3	3	6
CCC(=O)Nc1ccc(NC(=O)c2ccccn2)cn1	3	-5	0	4	0	1	-8	-3	14
CCCc1[nH]nc2c1C(C1CC=CCC1)C(C#N)=C(N)O2 (centres undefined)	0	5	-2	27*	0	5	3	-4	-4
CCCCC(=O)N(Cc1ccc(F)cc1)C1CCS(=O)(=O)C1 (centres undefined)	2	5	4	2	0	-2	4	-3	18
CCc1ccc(N(C(=O)Cn2nnc(-c3ccccc3)n2)C(C(=O)NC2CCCCC2)c2ccccn2)cc1 (centres undefined)	4	-3	-1	1	-1	-5	-1	0	1
CCN(CC)P(=O)(/C(Cl)=C\Nc1c(C)n(C)n(-c2ccccc2)c1=O)N(CC)CC	5	5	5	1	1	6	3	6	14
CCN(c1ccccc1)S(=O)(=O)c1ccc(C(=O)N(C)CCc2ccc(OC)c(OC)c2)cc1	-8	1	4	-4	-2	-13	3	1	14
COCC(C)n1c(C)cc(C(=O)COC(=O)c2c(C)nn(-c3ccccc3)c2C)c1C (centres undefined)	-2	8	-5	-3	0	-2	-2	5	-1
COc1ccc(S(=O)(=O)N(C)CC(=O)Nc2ccc(C(F)(F)F)cc2)cc1Cl	-1	1	1	-5	0	-4	-7	-4	-20
Cc1cc(N2CCC(C(=O)NCC3CC3)CC2)nc(-c2ccccc2)n1	4	3	3	10	2	-1	4	3	-2
COc1cccc(OCCOc2ccccc2OC(C)C)c1	2	-5	1	4	1	-1	0	1	7
Cc1nc(C(=O)NNC(=O)Nc2ccc(Cl)cc2)cs1	-6	2	1	3	4	-3	5	0	-9
O=C(O)CCCC[C@@H]1SC[C@@H]2NC(=O)N[C@@H]21	4	-8	0	-5	-2	-1	-1	0	0
COc1ccc(NC(=O)C2CCCN2C(=O)Nc2ccccc2)cc1OC (centres undefined)	3	-11	-4	-4	4	2	1	-1	10

Arranged by count of non-hydrogen atoms (low to high): part of the list above.
molecule	PAFAH1B3 FP inh	GSTO1 counter	PAD4 FP inh	PAFAH1B2 FP inh	LYPLA1 counter	PAFAH2 FP inh	LYPLA2 counter	pPAFAH FP inh	PREPL inhibitor
CCC(=O)Nc1ccc(NC(=O)c2ccccn2)cn1	3	-5	0	4	0	1	-8	-3	14
NC(=O)CSc1nnc(Cc2cccs2)n1C1CCCCC1	9	-4	5	11	-3	3	-3	7	1
CCN(CC(=O)Nc1c(F)cccc1F)C(=O)c1nn(C)c(=O)c2ccccc12	15	·	-3	5	-1	3	3	3	6
CCN(c1ccccc1)S(=O)(=O)c1ccc(C(=O)N(C)CCc2ccc(OC)c(OC)c2)cc1	-8	1	4	-4	-2	-13	3	1	14

Assay outcomes from PubChem BioAssay.

Only part of the results is shown; count on the stated rates, not on these rows.
